Assay outcomes (PubChem BioAssay)
hcDAF12 agonist – H. contortus DAF-12 nuclear receptor activators, primary screen, cell-based, luminescence, HEK293, lit1-tk-luc reporter | HEK293 hcDAF-12 lit1-tk-luc reporter; 0% DMSO, 100% Δ7-dafachronic acid | activation, % at 6.8 µM | 370,000 tested, 1.4% active | AID 652067, 2013;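 active means activation above the mean of all tested compounds plus 3 SD, cut at about 5.5% in these data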;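 further: 100% = response to 3 µM Δ7-dafachronic acid high control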
DAX1 inh-1 – DAX1 (NR0B1) inhibitors on StAR promoter, primary screen, cell-based, luminescence, SF-1 (NR5A1), full-length DAX-1 | HEK293T StAR-luciferase reporter, SF-1/DAX-1 repression relief | inhibition, % at 6.8 µM | 370,000 tested, 1.1% active | AID 652010, 2013;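 active means inhibition above the mean over all tested compounds plus 3 SD, cut at about 3.6% in these data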;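 further: 0% = DAX-1 cells with DMSO and 100% = cells lacking DAX-1 with DMSO; higher inhibition means more luminescence from relief of DAX-1 repression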
DAX1 inh-2 – DAX1 (NR0B1) inhibitors, primary screen, cell-based, HEK293, Gal4-DAX1, luciferase luminescence | 340,000 tested, 0.99% active | HEK293 Gal4-DAX1 luciferase reporter | AID 504766, 2011 | inhibition, % at 6.75 µM | Nuclear receptor subfamily 0 group B member 1 (Homo sapiens), P51843;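 active means inhibition above the mean over all tested compounds plus 3 SD, cut at about 4.2% in these data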;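 further: 0% = DAX1-transfected cells with DMSO and 100% = empty-vector control cells with DMSO; inhibition shows as a rise in luminescence from relieved DAX1 repression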
MBD2 DNA inh – inhibitors of MBD2 binding to methylated DNA, primary screen, biochemical, TR-FRET, DNA-binding domain, human; MBD2 binding to methylated oligonucleotide; inhibition, % at 4.4 µM; 370,000 tested, 0.31% active; in the data active means inhibition above about 13%
hgDAF12 agonist – H. glycines DAF-12 receptor agonists, primary screen, cell-based, luminescence, HEK293, GAL4 fusion, UAS-luciferase; Nuclear hormone receptor DAF-12 (Heterodera glycines), GAL4 fusion; 370,000 tested, 1.8% active; activation, % at 6.8 µM; HEK293 GAL4-hgDAF12 UAS-luciferase reporter, agonist luminescence; normalized to butyrate control;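 active means activation above a cutoff set at the mean of all screened compounds plus 3 SD, cut at about 10% in these data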;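 further: 0% = DMSO wells and 100% = sodium butyrate wells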
Rev-erbA mod – modulators of Rev-erb alpha DNA binding, primary screen, biochemical, FITC-DNA, fluorescence polarization, uHTS; AID 1259318, 2017; activity, % at 10 µM; 370,000 tested, 0.79% active; Rev-erbα–FITC-DNA binding, 90 min; Nuclear receptor subfamily 1 group D member 1 (Homo sapiens), P20393;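 active means activity above about 14%, limit read from the data; passing the limit was not always enough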;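 further: 0% = DMSO wells with 35 nM protein and 100% = DMSO wells with 750 nM protein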
PLC-beta3 inh – human PLC-beta3 inhibitors, primary screen, biochemical, fluorescence; 1-phosphatidylinositol 4,5-bisphosphate phosphodiesterase beta-3 (Homo sapiens), Q01970; Purified PLC-beta3, fluorogenic substrate; inhibition, % at 12.2 µM; 370,000 tested, 0.18% active; in the data active means inhibition above about 11%;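 further: 0% = median of compound wells on plate and 100% = full blocker control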
SMARCA2 act – SMARCA2 (BRM) function activators, primary screen, cell-based, luminescence, high throughput. MG213 cells, MMTV-luciferase reporter, dexamethasone, overnight. activation, % at 9.1 µM. 370,000 tested, 1% active. AID 652017, 2013; in the data active means activation above about 7.8%;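 further: 0% = vehicle wells and 100% = reference activator wells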
ssDAF12 agonist – S. stercoralis DAF-12 nuclear receptor activators, primary screen, cell-based, luminescence, HEK293, GRIP1 co-expression, lit1-tk-luc; activation, % at 6.8 µM; 370,000 tested, 1% active; HEK293 ssDAF-12/GRIP1 lit1-tk-luc reporter; % of 3 µM dafachronic acid response;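 active means activation above the mean over all tested compounds plus 3 SD, cut at about 0.9% in these data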;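 further: 0% = DMSO-only wells and 100% = 3 µM delta7-dafachronic acid wells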
ADAM17 inh – ADAM17 inhibitors, primary screen, biochemical, QFRET | recombinant ADAM17, EDANS/DABCYL FRET peptide cleavage | inhibition, % at 6.95 µM | 370,000 tested, 0.83% active;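 active means inhibition above the mean of compounds lying between control limits plus 3 SD, set per campaign, cut at about 8.5% in these data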;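 further: 0% = DMSO-only wells as the low control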
PLCg1 inh – PLC-gamma1 enzyme inhibitors, primary screen, biochemical, fluorescence, purified enzyme; 1-phosphatidylinositol 4,5-bisphosphate phosphodiesterase gamma-1 (Homo sapiens), P19174; fluorogenic substrate; inhibition, % at 12.2 µM; 370,000 tested, 0.84% active; in the data active means inhibition above about 9.5%
Target sequence (P19174 whole entry, looked up): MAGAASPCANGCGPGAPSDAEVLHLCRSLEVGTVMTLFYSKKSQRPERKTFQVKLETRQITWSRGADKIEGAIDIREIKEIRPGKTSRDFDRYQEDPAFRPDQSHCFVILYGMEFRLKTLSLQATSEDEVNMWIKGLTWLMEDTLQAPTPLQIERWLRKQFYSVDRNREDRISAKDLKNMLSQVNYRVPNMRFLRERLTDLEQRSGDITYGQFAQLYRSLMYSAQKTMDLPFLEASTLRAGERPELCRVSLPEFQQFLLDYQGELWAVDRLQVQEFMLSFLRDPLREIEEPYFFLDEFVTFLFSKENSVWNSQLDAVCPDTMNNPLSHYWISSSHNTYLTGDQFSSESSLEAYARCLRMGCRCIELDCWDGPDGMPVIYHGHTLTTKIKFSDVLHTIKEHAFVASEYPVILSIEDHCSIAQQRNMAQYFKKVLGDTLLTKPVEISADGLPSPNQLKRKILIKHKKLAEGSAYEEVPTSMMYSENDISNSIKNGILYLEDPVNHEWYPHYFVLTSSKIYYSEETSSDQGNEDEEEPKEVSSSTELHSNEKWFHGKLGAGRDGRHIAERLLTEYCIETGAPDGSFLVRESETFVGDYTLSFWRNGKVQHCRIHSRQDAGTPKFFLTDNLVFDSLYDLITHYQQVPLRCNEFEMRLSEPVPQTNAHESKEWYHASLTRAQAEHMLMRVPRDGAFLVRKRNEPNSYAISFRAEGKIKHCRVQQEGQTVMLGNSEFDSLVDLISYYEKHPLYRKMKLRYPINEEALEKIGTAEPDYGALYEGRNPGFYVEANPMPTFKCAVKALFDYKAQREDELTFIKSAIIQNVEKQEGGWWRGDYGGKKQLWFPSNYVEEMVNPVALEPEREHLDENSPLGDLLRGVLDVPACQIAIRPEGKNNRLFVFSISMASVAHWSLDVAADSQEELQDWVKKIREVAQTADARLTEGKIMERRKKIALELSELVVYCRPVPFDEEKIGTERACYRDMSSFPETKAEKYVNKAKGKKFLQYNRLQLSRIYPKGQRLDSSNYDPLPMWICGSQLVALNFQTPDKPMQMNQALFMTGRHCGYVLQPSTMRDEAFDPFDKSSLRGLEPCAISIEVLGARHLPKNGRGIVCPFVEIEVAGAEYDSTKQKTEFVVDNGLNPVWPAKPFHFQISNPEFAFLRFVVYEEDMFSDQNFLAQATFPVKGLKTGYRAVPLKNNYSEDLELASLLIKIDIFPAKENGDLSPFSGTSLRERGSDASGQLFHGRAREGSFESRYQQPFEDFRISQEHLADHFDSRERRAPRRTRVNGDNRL
Starred values were filed as active, the others as inactive; . = not tested or not shown; & = joins results of further samples.

SMILES | hcDAF12 agonist | DAX1 inh-1 | DAX1 inh-2 | MBD2 DNA inh | hgDAF12 agonist | Rev-erbA mod | PLC-beta3 inh | SMARCA2 act | ssDAF12 agonist | ADAM17 inh | PLCg1 inh
O=S(=O)(c1ccc(Cl)cc1)N1CCC2(CC1)CO2 | -0.6 | 0.6 | 1.1 | 1 | 2.2 | -10 | 3 | 1 | -1.0 | -4 | 0
O=C(CN(Cc1ccccc1)C(=O)c1cccc([N+](=O)[O-])c1)Nc1c(Cl)cc(Cl)cc1Cl | -1.4 | -0.5 | -0.9 | 2 | -1.5 | 3 | 2 | -4 | -0.9 | -1 | 3
CCOC(=O)Oc1ccc2oc(=O)cc(C)c2c1 | 2.6 | -0.1 | 0.3 | -8 | 2.3 | 1 | -2 | 2 | -0.1 | 2 | 0
Cc1cc(C)nc(-n2nc(C)c3c(C(F)(F)F)cc(=O)[nH]c32)n1 | -1.9 | -0.6 | -1.0 | 2 | -1.7 | 0 | 1 | 0 | -0.7 | -3 | 1
COc1ccc(CCN2CC3=C(C2=O)C(c2ccccc2)NC(=O)N3C)cc1OC (stereo not drawn) | -0.5 | -0.7 | 0.4 | 6 | 0.3 | 7 | -4 | -2 | -0.2 | -4 | -3
O=C(O)c1ccccc1P(=O)(c1ccccc1)c1ccccc1 | 0.9 | 0.4 | -0.1 | 1 | -1.3 | 3 | -6 | -3 | -1.8 | -3 | 0
NC(=O)c1ccc(NCc2ccco2)c([N+](=O)[O-])c1 | 0.1 | -0.6 | -0.1 | -10 | -1.6 | -1 | 5 | 2 | -1.2 | 0 | 2
CC1CCCN(C(=O)c2cc(F)c(F)cc2Cl)C1 (stereo not drawn) | -0.5 | 0.0 | -0.2 | -7 | -2.2 | -2 | 3 | 4 | -2.3 | 0 | 4
CCn1c(SCC(=O)N2CCCC(C)C2)nc2c1c(=O)n(C)c(=O)n2C (stereo not drawn) | -2.7 | 0.1 | -0.4 | -2 | 0.4 | 0 | -3 | 0 | -1.0 | -2 | 1
C(/CCc1ccccc1)=N\n1cnnc1 | 0.4 | 0.2 | -0.5 | 2 | -2.0 | -3 | -1 | 0 | -1.0 | -4 | 0
Fc1ccc(Nc2nc(N3CCOCC3)nc(N3CCOCC3)n2)cc1Cl | -0.3 | -0.3 | 0.2 | 2 | 3.1 | 4 | -8 | -2 | -1.1 | -2 | 0
COc1ccc(S(=O)(=O)N2CCN(c3ccccc3OC)CC2)cc1 | -0.9 | -0.6 | 0.2 | 5 | -0.5 | 5 | -11 | -4 | -0.7 | 1 | 2
Cc1nn(-c2ccccc2)c(C)c1/C=N/NC(=O)c1cc(-c2ccc(Br)s2)[nH]n1 | -1.3 | -0.5 | -0.9 | -3 | -0.7 | -2 | 2 | -1 | -1.3 | -4 | 0
Cc1ccc2c(C(=O)N3CCN(c4ccccc4)CC3)cc(-c3cccnc3)nc2c1C | 1.4 | 0.4 | -0.1 | -1 | 2.6 | -4 | 0 | 0 | -1.6 | -3 | -2
COc1ccc(S(=O)(=O)n2nc(-n3c(C)ccc3C)c3c(F)cccc32)cc1OC | 0.4 | 0.0 | -0.3 | 2 | -0.6 | -1 | -8 | -2 | -2.0 | -2 | 1
C#CCOCCOCCOCCNc1nc(N2CCN(C(=O)C([C@@H](C)O)n3cc([C@@H](N)CCCCN)nn3)CC2)nc(N2CCN(C(=O)[C@H](CO)n3cc([C@@H](N)C(C)C)nn3)CC2)n1 (stereo partly drawn) | -3.1 | -0.3 | 1.3 | 6 | 2.8 | -6 | 2 | 2 | -1.1 | -3 | -2
NC(=O)COc1ccc2oc(-c3ccccc3)cc(=O)c2c1 | 0.5 | 0.7 | 1.8 | -3 | 4.7 | 0 | -196 | 2 | -0.3 | -101 | -129
COC(=O)/C(=N/Nc1ccccc1OC)N1CCCc2ccccc21 | 4.5 | -0.6 | 2.1 | -3 | 2.4 | 2 | -13 | 1 | 0.1 | 0 | -6
Cc1cc(C)n2cc(CSc3ncn[nH]3)nc2n1 | -2.6 | -0.2 | -0.3 | -1 | -1.7 | -6 | -199 | -1 | -1.6 | -167 | -151
Oc1ccccc1-c1nc(NCCN2CCOCC2)c2ccccc2n1 | -1.1 | -2.4 | 0.3 | 4 | -2.0 | 4 | -115 | -2 | -0.5 | 0 | -90
CCOC(=O)c1ccc(NC(=O)CC2S/C(=N/N=C/c3c[nH]c4ccccc34)NC2=O)cc1 (stereo not drawn) | 0.1 | -0.2 | -0.1 | 5 | 3.3 | 10 | -20 | -3 | -0.3 | -3 | -10
CC(CCc1ccc(O)cc1)NCCC(c1ccccc1)c1ccccc1 (stereo not drawn) | -0.3 | -0.4 | -0.2 | 0 | 0.1 | -3 | -6 | -1 | -1.4 | -3 | 2
CC1(C(=O)NS(=O)(=O)c2ccccc2C(F)(F)F)CCN1C(=O)CCC1CCCC1 (stereo not drawn) | -1.0 | -0.3 | . | -3 | 0.3 | -2 | 0 | -4 | -0.2 | -6 | 1
Cn1c(SCCS(=O)(=O)c2ccc(Cl)cc2)nnc1-c1ccccc1 | -0.6 | -0.6 | 0.6 | -3 | -0.2 | 0 | 3 | -1 | -0.9 | 0 | 5
CC(C)(C)NC(=O)c1cccc(NC(=O)CSc2ccc(Cl)cc2)c1 | -2.3 | -0.1 | 1.4 | 1 | 0.7 | 0 | 1 | -3 | -1.3 | 6 | -2
CCOc1cc(/C=C2\SC(=Nc3ccccc3)N(c3ccccc3)C2=O)ccc1OCC(=O)O | -1.5 | -0.1 | 0.2 | -3 | 0.0 | 0 | -3 | 0 | -0.1 | 1 | 1
Cc1cc(N2CCN(C(c3ccnc4ccccc34)c3nnnn3-c3c(C)cccc3C)CC2)c2ccccc2n1 (stereo not drawn) | -2.5 | -2.5 | . | 3 | -5.4 | 8 | -34 | -3 | -2.3 | -1 | -22
Cc1cc2c(cc1C)-c1nnnn1C(N1CCC(Cc3ccccc3)CC1)C(=O)N2 (stereo not drawn) | 0.3 | -0.3 | . | 0 | 2.2 | 4 | 3 | 0 | -0.4 | -3 | 1
COc1ccc(Oc2nccc(OC)c2C#N)cc1 | -2.2 | 0.2 | -1.0 | 0 | 0.6 | 2 | 2 | 7 | -0.9 | -3 | 2
O=S(=O)(c1cccc2cccnc12)N1CCC(c2cn3ccccc3n2)CC1 | 0.2 | -1.8 | . | -5 | 0.9 | -2 | -18 | -3 | -1.9 | -8 | -14
CC1=C(C(=O)Nc2ccccc2)C(c2ccncc2)n2nnnc2N1 (stereo not drawn) | -0.5 | -0.6 | -0.2 | 3 | 0.0 | -5 | 0 | -5 | -0.9 | -5 | -2
CC1(c2ccc3c(c2)OCCO3)NC(=O)N(CC(=O)Nc2ccccc2SCC#N)C1=O (stereo not drawn) | 2.6 | -1.2 | 0.6 | -5 | 3.8 | 2 | -20 | -2 | 0.0 | -8 | -11
Cc1ccc(S(=O)(=O)c2c(N)n(NC(=O)c3ccccc3C)c3nc4ccccc4nc23)cc1 | -1.9 | -1.2 | -0.2 | 1 | -4.5 | 4 | -484 | -1 | -1.7 | -312 | -356
COc1ccc(NC(=O)CS(=O)c2ccc(Br)cc2)cc1 (stereo not drawn) | -0.6 | 0.8 | 0.2 | 2 | 1.2 | -2 | -5 | 1 | -0.8 | -3 | 0
CC[C@]12c3[nH]c4ccccc4c3CCN1C(=O)C(CC(=O)NCc1cccc(C(F)(F)F)c1)C[C@@H]2C(=O)N1CCN(C(=O)c2ccco2)CC1 (stereo partly drawn) | -1.8 | -1.1 | 0.0 | -7 | 3.7 | -9 | 0 | -4 | -1.1 | 5 | 0
O=CNCCc1nc2ccccc2n1CCc1ccccc1 | -0.2 | 0.5 | 0.5 | -4 | 3.9 | -1 | 0 | 1 | -1.4 | 0 | 2
CCCCOc1ccc(-c2nnn(CC(=O)Nc3ncc(CC(=O)OCC)s3)n2)cc1 | -0.3 | -0.6 | -0.6 | 0 | 0.5 | 6 | 0 | -1 | -1.2 | 7 | -5
Cc1ccc(CN2C(=O)C(CC(C)C)Nc3ncnc(N4CCN(c5ccccc5)CC4)c32)cc1 (stereo not drawn) | -1.3&-0.7 | -0.5&-0.1 | 1.0 | -5&-1 | -2.0&-1.1 | 1&3 | -8&-12 | -1&2 | -0.9&-1.0 | 5&2 | -6&-8
Cc1nc(N)[nH]c(=O)c1CCCNc1ccc(CCC2(CCl)OCCO2)cc1 | 2.1 | 0.0 | 1.4 | -2 | 13* | 5 | -6 | 1 | -0.9 | 3 | 2
Cc1cc(C(=O)NNC(=O)c2cccc(Cl)c2)no1 | 0.1 | 0.2 | . | -5 | 0.9 | -1 | -2 | 4 | -0.9 | 1 | 3

As entered above.
hgDAF12 agonist with CCCCOc1ccc(-c2nnn(CC(=O)Nc3ncc(CC(=O)OCC)s3)n2)cc1 = 0.5
DAX1 inh-1 with Cc1cc(N2CCN(C(c3ccnc4ccccc34)c3nnnn3-c3c(C)cccc3C)CC2)c2ccccc2n1 (stereo not drawn) = -2.5

Other records.
SMILES | hcDAF12 agonist | DAX1 inh-1 | DAX1 inh-2 | MBD2 DNA inh | hgDAF12 agonist | Rev-erbA mod | PLC-beta3 inh | SMARCA2 act | ssDAF12 agonist | ADAM17 inh | PLCg1 inh
COc1ccc(CN2C(=O)CCC2(C)c2nnnn2-c2ccc3c(c2)OCCO3)cc1 (stereo not drawn) | -0.5 | 0.1 | . | 5 | 2.5 | -1 | 1 | 0 | -0.9 | -6 | 1
CCCCNC(=O)COC(=O)c1cc(S(=O)(=O)N2CCCCCC2)ccc1OC | 0.9 | 0.5 | 1.1 | -2 | -0.3 | 1 | 0 | -1 | -1.2 | -2 | -1
CCCCCCN1CCS(=O)(=O)N(Cc2ccccc2)C(C(=O)OC)C1 (stereo not drawn) | -1.3 | -0.5 | . | 0 | 2.3 | -4 | 1 | 0 | -1.1 | 1 | -1
C#CCOCCOCCOCCNc1nc(N2CCN(C(=O)Cn3cc(CCCN=C(N)N)nn3)CC2)nc(N2CCN(C(=O)[C@H](C(C)C)n3cc(CCO)nn3)CC2)n1 | -1.3 | 0.0 | -0.3 | 9 | -2.0 | -6 | 4 | 0 | -1.3 | -5 | 3
Cc1cc(Br)cn2c(Cc3ccccc3)c(-c3ccc(C#N)cc3)nc12 | 1.5 | 1.0 | . | 6 | 1.0 | -7 | -30 | -3 | -0.6 | -8 | -17

Rows were taken by chance. Share with any hit: about 7.4%.
